# WRN helicase inh: WRN helicase (human) inhibition; Potency, µM (series often up to 114 µM), for the others: top-dose activity change, negative = inhibition, hits mostly inhibitors; 360,000 compounds, 0.46% hits; AID 651768; WRN helicase unwinding, fluorescent forked duplex, kinetic; also: potency is read from the fitted curve at half-maximal effect; % is scaled to controls: 0 for no effect and ±100 for the full control effect; nearly all actives have a fitted effect of over 55% in size
#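 Screening of the MLSMR collection measured strand separation of a quenched forked DNA duplex (100 nM) by 20 nM WRN with 2 mM ATP, all final. Compounds were preincubated with enzyme 15 min at room temperature.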
# EPAC2 antag: EPAC2 (human) antagonism | Q8WZA2 | Potency, µM (top dose mostly 114 µM), without a hit: at the highest dose activity, negative = inhibition, actives largely listed as inhibitors | EPAC2 GEF exchange of Rap1B-BODIPY-GDP, fluorescence | 360,000 compounds, 0.18% hits | AID 720708; also: potency is read from the fitted curve at half-maximal effect; % is scaled to controls: 0 for no effect and ±100 for the full control effect; nearly all actives have a fitted effect of over 45% in size; many of its hits are not listed in these tables
# EPAC1 antag: EPAC1 (human) antagonism; Potency, µM (top dose mostly 115 µM), for the others: at the highest dose activity change, negative = inhibition, most hits filed as inhibitors; O95398; 360,000 compounds, 0.14% hits; EPAC1 GEF assay, Rap1b-BODIPY-GDP exchange fluorescence;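 also: potency is read from the fitted curve at half-maximal effect; plate controls were vehicle for no effect and positive control for full effect; nearly all actives have a fitted effect of over 50% in size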
# PLK1 PBD block: inhibitors of human PLK1 polo-box domain binding. P53350. Plk1 PBD binding of FITC phosphopeptide, fluorescence polarization. Potency, µM, for the others: max response, negative = inhibition, most hits filed as inhibitors. 360,000 compounds, 2.8% hits. AID 720504; also: potency is read from the fitted curve at half-maximal effect; series mostly up to about 57 µM; % is scaled to controls: 0 for no effect and ±100 for the full control effect; nearly all actives have a fitted effect of over 65% in size
# Target sequence (P53350 whole entry, looked up, the tested form may be a part): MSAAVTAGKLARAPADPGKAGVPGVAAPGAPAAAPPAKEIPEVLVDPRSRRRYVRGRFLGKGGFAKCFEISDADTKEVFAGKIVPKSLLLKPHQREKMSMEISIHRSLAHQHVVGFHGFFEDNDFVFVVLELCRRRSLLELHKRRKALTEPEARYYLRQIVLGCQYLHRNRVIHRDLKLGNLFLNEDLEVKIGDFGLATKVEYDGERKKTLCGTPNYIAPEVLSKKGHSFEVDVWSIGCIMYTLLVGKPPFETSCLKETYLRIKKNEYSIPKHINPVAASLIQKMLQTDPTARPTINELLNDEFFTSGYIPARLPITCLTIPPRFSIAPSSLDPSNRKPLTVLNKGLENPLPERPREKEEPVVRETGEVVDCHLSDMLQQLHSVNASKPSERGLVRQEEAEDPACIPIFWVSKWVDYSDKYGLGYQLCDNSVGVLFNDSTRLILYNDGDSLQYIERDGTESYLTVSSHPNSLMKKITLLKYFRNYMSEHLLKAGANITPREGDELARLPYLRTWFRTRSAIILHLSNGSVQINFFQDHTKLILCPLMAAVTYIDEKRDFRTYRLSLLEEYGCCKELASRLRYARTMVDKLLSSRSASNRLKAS
# EPAC1 agonist: activates human EPAC1 exchange factor. EPAC1 agonist qHTS, biochemical assay; response scale: 100% = response to 6.5 mM cAMP. AID 720707. 360,000 compounds, 0.073% hits. Potency, µM (series often up to 154 µM), inactives show at the highest dose activation, usual class: activators. O95398; also: potency is read from the fitted curve at half-maximal effect; nearly all actives have a fitted effect of over 60% in size
#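 Multi-concentration qHTS readout: loss of Rap1B-bound BODIPY-GDP fluorescence driven by 100 nM EPAC1 with excess GDP (50 uM), monitored kinetically at room temperature; agonist response expressed relative to 6.5 mM cAMP.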
# MmCpn inh: M. maripaludis TRiC chaperonin inhibition; AID 504842; purified Mm-Cpn ATPase, ADP Transcreener TR-FRET; 330,000 compounds, 0.031% hits; Potency, µM (series often up to 76.9 µM), inactives show top-dose activity, negative = inhibition, most hits filed as inhibitors; also: potency is read from the fitted curve at half-maximal effect; % is scaled to controls: 0 for no effect and ±100 for the full control effect; nearly all actives have a fitted effect of over 80% in size
#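 TR-FRET (320 nm excitation; 590 and 665 nm emission) reports ADP made from 10 uM ATP by 25 nM enzyme; compounds were preincubated 10 min, reaction run 30 min, both at 37°C.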
# CCT chaperon mod: modulators of cytosolic chaperonin (CCT/TRiC) activity. AID 651819. 360,000 compounds, 0.3% hits. activity change, % (test concentration not listed), hits read low. purified chaperonin ATPase assay, HTRF ADP detection, 30 min; in the data active = activity change below about -30%; also: % is scaled to controls: 0 for no effect and ±100 for the full control effect
#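 TRiC (40 or 20 nM final, by batch activity) in 30 mM Tris pH 7.4, 100 mM KCl, 5 mM MgCl2, 1 mM DTT was treated with compound at 76 uM single dose, then 10 uM ATP, 30 min at 37 °C. ADP was read by HTRF Transcreener.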
# PI5P4K alpha inh: inhibitors of human PI5P4K alpha; AID 652105; max response, %; P48426; 330,000 compounds, 1.2% hits; PI5P4Kalpha enzyme, ADP-Glo luminescence, 60 min; active compounds read low; active = max response of -50% or lower; inconclusive = between -30% and -50%; inactive = -30% or higher; also: value at the top dose of about 77 µM; % is scaled to controls: 0 for no effect and ±100 for the full control effect
# Target sequence (P48426 whole entry, looked up): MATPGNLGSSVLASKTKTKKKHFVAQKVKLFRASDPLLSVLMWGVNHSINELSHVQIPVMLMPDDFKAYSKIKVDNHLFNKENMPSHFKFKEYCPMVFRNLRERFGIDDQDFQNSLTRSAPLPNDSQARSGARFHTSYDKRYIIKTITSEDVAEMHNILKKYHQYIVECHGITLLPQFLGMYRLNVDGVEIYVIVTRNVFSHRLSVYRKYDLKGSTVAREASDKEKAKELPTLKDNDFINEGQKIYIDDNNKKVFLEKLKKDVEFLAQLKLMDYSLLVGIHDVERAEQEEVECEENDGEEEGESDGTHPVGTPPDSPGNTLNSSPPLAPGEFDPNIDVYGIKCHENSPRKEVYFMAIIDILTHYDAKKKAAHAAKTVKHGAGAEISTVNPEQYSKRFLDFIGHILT
#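 Single end-point luminescence (ADP-Glo) quantified ADP from PI5P4Kalpha turnover; ATP 5 microM final, 1 h at RT, 0.1% CHAPS and 0.28 mM EGTA in HEPES pH 7.4.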
# Starred values were filed as active, the others as inactive; ? = inconclusive; . = no result given; & = joins results of further samples; [ ] = remark or other dose. Unless noted, calls follow the shape of the dose curve; as a rule, active = well fitted curve in the direction sought with a large enough effect; inconclusive = small, poorly fitted or top-dose-only effect, or another doubt; inactive = no such curve, though single readings can be large; an effect the other way counts as inactive or inconclusive. An excerpt; count on the stated rates, not on these rows.
smiles	WRN helicase inh	EPAC2 antag	EPAC1 antag	PLK1 PBD block	EPAC1 agonist	MmCpn inh	CCT chaperon mod	PI5P4K alpha inh
CC(C)Cn1c(N)c(C(=O)COC(=O)c2cccnc2Cl)c(=O)n(C)c1=O	2%	12%	2%	1%	2%	-7%	6.4	1
Cn1c(=O)c2cc(NC(=S)NCc3ccccc3F)ccc2n1Cc1ccc(F)cc1	14%	3%	-1%	-5%	-9%	.	0.6	-10
O=C(CC1OC(=O)c2ccccc21)NC1CCCCC1 (configuration not stated)	2%	6%	-1%	-2%	-5%	1%	0.2	1
O=C(CN1CCCCCC1)Nc1ccc(Br)cc1[N+](=O)[O-]	0%	8%	-15%	11%	2%	3%	2.3	-8
O=C(CNS(=O)(=O)c1ccccc1)N/N=C/c1ccccc1[N+](=O)[O-]	3%	3%	-6%	0%	10%	1%	-0.3	-1
COC(=O)C1=C(C)OC(N)=C(C#N)C1c1cc(OC)c(OCC(N)=O)cc1Cl (configuration not stated)	6%	2%[57.1 µM]	4%	-8%	2%	0%	-2.2	-5
COc1ccccc1N(C(=O)c1ccco1)C(C(=O)NC1CCCC1)c1ccc(N2CCOCC2)cc1 (configuration not stated)	-1%	-8%	-15%	-8%	-5%	-1%	0.8	1
CCN(CC)CCCn1c2c(c(SCC(=O)Nc3nc4ccccc4s3)nc1=O)CCC2	10%	-15%	-21%	-11%	-4%	0%	-1.3	6
CC1(C(=O)NCCC#N)CCN1C(=O)c1ccccc1CCc1ccccc1 (configuration not stated)	-3%	9%	-3%	1%	-10%	.	0.4	0
Cc1ccnc(N2C(=O)c3cccc4c([N+](=O)[O-])ccc(c34)C2=O)c1	-9%	4%	16%	?	-6%	-7%	0.3	.
O=C(Cn1cnnn1)Nc1cccc(S(=O)(=O)N2CCCCC2)c1	4%	0%	6%	0%	-1%	0%	-0.1	7
Cc1nn(C)cc1/C=N/NC(=O)C1(O)c2ccccc2-c2ccccc21	-12%	-1%	7%	-1%	4%	2%	1.1	-4
CC1CC1C(=O)Nc1ccc(S(=O)(=O)N2CCCCC2)cc1 (configuration not stated)	-2%	-3%	12%	3%	4%	0%	0.6	0
NS(=O)(=O)c1ccc(NC(=O)/C=C/c2ccccc2[N+](=O)[O-])cc1	2%	-2%	-24%	-12%	4%	1%	1.1	-9
O=C(NS(=O)(=O)Oc1cccc(Cl)c1Cl)OC[C@@H]1CCCN2CCCCC12 (some centres not stated)	-8%	1%[57.1 µM]	0%	-6%	10%	2%	0.4	-1
O=C(O/N=C(/c1ccccc1)c1ccncc1)c1cccc(F)c1	2%	-10%	3%	-8%	9%	1%	-2.5	2
CCC1CCC/C1=N\NC(=O)CCC(=O)Nc1ccccc1Cl (configuration not stated)	-19%	2%	3%	6%	1%	2%	-2.3	-2
CCn1c(=O)n(CC)c2cc(N3CCCC3)c(NC(=O)c3ccccc3F)cc21	2%	-5%	-7%	24µM*	0%	-1%	-3.0	-1
CC(=O)C1=C(O)C(=O)N(c2ccccn2)C1c1ccccc1[N+](=O)[O-] (configuration not stated)	71µM*	12%	-7%	3.4µM*	5%	0%	0.8	?
COc1ccc(C(=O)C2CCCN(Cc3ccc4nonc4c3)C2)cc1F (configuration not stated)	-14%	0%	-27%	-5%	0%	0%	0.5	2
O=C(c1ccc(F)cc1)C(CCCCCC(CN1CCOCC1)C(=O)c1ccc(F)cc1)CN1CCOCC1 (configuration not stated)	-8%	-2%[57.1 µM]	-15%	-1%	1%	-1%	-3.7	1
O=C(Nc1cccc2cccnc12)c1ccc2sc([C@@H]3O[C@H](CO)[C@H](O)[C@H](O)[C@H]3O)nc2c1	5%[57.1 µM]	-3%	-19%	2%	-26%	.	1.3	2
Cc1cc(C)c(-c2noc(C(=O)OC(C)(C)C)c2C(=O)OC(C)(C)C)c(C)c1	-9%	-7%	9%	4%	3%	-1%	1.7	2
CCCCN1CC(COCc2ccccc2)Oc2cccc(N3CCCC3)c2S1(=O)=O (configuration not stated)	3%	-12%	-7%	-9%	-4%	.	-1.1	5
Cc1ccc(S(=O)(=O)Oc2ccc(/C=C(/NC(=O)c3ccccc3)C(=O)NCCC(=O)O)cc2)cc1	-8%	-3%	6%	-4%	2%	-2%	1.9	-1
CCOc1ccc(C(=O)NC(=S)Nc2ccccc2N2CCCCC2)cc1[N+](=O)[O-]	-21%	9%	-1%	-3%	-1%	1%	1.7	18
CCCCn1nnnc1C(c1ccccc1)N1CCN(CCN2CCOCC2)CC1 (configuration not stated)	6%	5%	?	0%	-6%	.	-0.3	-1
CCC(=O)N1CCN(c2ccc(Cl)cc2NC(=S)NC(=O)c2ccco2)CC1	-25%	-7%	7%	-16%	-7%	.	0.7	11
COc1ccc(N2C(=S)NC3c4cc(Cl)ccc4OC2(C)C3C(=O)N(C)C)cc1 (configuration not stated)	-18%[57.1 µM]	-2%	-20%	-5%	4%	-6%	0.4	7
CN1CCC(NC(=O)NC2CCCCC2)CC1	4%	6%	-9%	-19%	1%	1%	-0.7	6
CCOC(=O)C1=C(C)N(CCCC(=O)O)C(=O)NC1c1ccccc1Cl (configuration not stated)	-3%	?	18%	-10%	-4%	.	1.2	-89*
Nc1nc(=O)n(C2CCCCO2)cc1Br (configuration not stated)	0%	-1%	-4%	-8%	-1%	.	0.9	3
CCCCCCNC(=O)CCCCCNS(=O)(=O)c1ccc(Br)cc1	6%	-5%	1%	2%	-16%	0%	1.9	13
CCCCn1nnnc1NCc1cccnc1	-25%	-10%	-15%	3µM*	-12%	1%	-0.5	?
COc1ccccc1NC(=O)CCSc1nnnn1C	-15%	15%	-13%	-4%	1%	1%	-0.9	2
CCC(=O)Nc1ccc(NC(=S)NC(=O)c2cc3ccccc3o2)cc1	-10%	10%	-4%	?	-9%	-1%	-3.4	-18
CCOc1cc(C(=O)N2CCCC2)cc(OCC)c1OCC	-1%	-4%	15%	-11%	-7%	4%	-1.2	3
CN(C(=O)c1cccc(NC(=O)Cc2ccc(NC(=O)C3CCCN(C(=O)c4ccccc4)C3)cc2)c1)C1CCCCC1 (configuration not stated)	-1%	-2%	0%	-7%	-1%	.	1.1	2
Cc1cc(C)cc(-c2nnc(SCC(=O)NC3CC3)o2)c1	-2%	2%	13%	-2%	1%	0%	-0.3	-1
CCc1cccc(CC)c1-n1c(SCC(=O)N2CCc3ccccc32)nc(O)cc1=O	-14%	0%	?	-10%	6%	-1%	-1.5	?
CC(=O)Oc1c(C(=O)c2nnc(C)o2)c(=O)n(C)c2ccccc12	-9%	18%	1%	-22%	12%	-2%	-1.4	2
Cc1cc(Nc2cccc(Cl)c2)nc(NCc2ccccc2)n1	-12%	4%	-23%	-15%	16%	2%	-0.5	-1
O=C(CNC(=O)c1cccs1)NCC(=O)OCc1ccccc1Br	3%	3%	3%	-16%	12%	1%	-1.9	5
CN(C)CCNc1nc(-c2ccccc2CO)c2sccc2n1	4%	0%	-4%	-16%	-5%	.	-0.9	0
CCn1c(SCC(=O)Nc2ccc(C(C)=O)cc2)nc2nc3c(cc2c1=O)CCCC3	12%	9%	16%	-4%	3%	-2%	0.3	.
O=C(Nc1ccccc1)O/N=C(\c1ccccc1)c1ccccn1	-1%	10%	14%	-8%	-3%	0%	-2.3	.
O=Cc1c(-c2ccccc2)cc2oc3ccccc3cc1-2	-5%	-15%	20%	-1%	1%	-4%	-0.9	5
COCCn1c(SCC(=O)Nc2cccc(F)c2)nc2c([nH]c3ccccc32)c1=O	10%	4%	-4%	0%	-12%	-2%	-2.1	-8
O=C(Cn1ncc2c1-c1ccccc1OC2)Nc1nc2ccccc2s1	-5%	-4%	-27%	-5%	14%	2%	-1.6	0
CCc1ccc(NC(=O)Nc2ccsc2C(=O)OC)cc1	-3%	-14%	-8%	3%	3%	-1%	-1.6	-4

# New compounds follow
smiles	WRN helicase inh	EPAC2 antag	EPAC1 antag	PLK1 PBD block	EPAC1 agonist	MmCpn inh	CCT chaperon mod	PI5P4K alpha inh
N#Cc1ccc(C(=O)NNC(=O)c2cccc(S(=O)(=O)N3CCOCC3)c2)cc1	-33%	7%	-12%	-9%	13%	2%	-2.0	-8
OC(c1ccccc1)(C1CCCCC1)C(CN1CCOCC1)c1ccccc1 (configuration not stated)	0%	-11%	-7%	-27%	4%	0%	1.3	8
O=C(c1ccc(F)cc1)N1C2CCC1CC(O)(c1ccccc1F)C2 (configuration not stated)	6%	0%	5%	-7%	2%	-1%	-3.8	2
O=C(CN1C(=O)COc2ccc(Cl)cc21)N1CCCCC1	-5%	1%	?	5%	5%	1%	-1.5	-3
Cc1cc(C(=O)COc2ccccc2C(N)=O)c(C)n1CC1CCCO1 (configuration not stated)	-2%	-2%	-8%	-1%	-2%	0%	-2.1	-4
Cc1cc(C(=O)N2CCCC(C(=O)c3ccc4ccccc4c3)C2)nn1C (configuration not stated)	-5%	-6%	8%	0%	17%	-3%	1.6	-2
COC(=O)C1=C(C)N(Cc2ccccc2)C(=NCCc2cccnc2)N[C@H]1c1ccc(Br)cc1	5%	-7%	-5%	-11%	-1%	1%&0%	0.4	3
CC(C)C(=O)Nc1nnc(SCC(=O)NC2CC2)s1	-5%	-3%	3%	-1%	9%	0%	-0.6	.
CC(=O)Nc1ccc(NC(=O)C2CC(=O)N(c3ccc(Cl)cc3)C2)cc1 (configuration not stated)	-25%	2%	12%	-6%	2%	0%	-1.5	1
CCOC(=O)C(NCCc1ccccc1)(NC(=O)CC)C(F)(F)F (configuration not stated)	-11%	13%	5%	2%	-10%	0%	1.2	-3

# A stretch of the results above, as a working copy:
smiles	WRN helicase inh	EPAC2 antag	EPAC1 antag	PLK1 PBD block	EPAC1 agonist	MmCpn inh	CCT chaperon mod	PI5P4K alpha inh
OC(c1ccccc1)(C1CCCCC1)C(CN1CCOCC1)c1ccccc1 (configuration not stated)	0%	-11%	-7%	-27%	4%	0%	1.3	8
O=C(c1ccc(F)cc1)N1C2CCC1CC(O)(c1ccccc1F)C2 (configuration not stated)	6%	0%	5%	-7%	2%	-1%	-3.8	2
O=C(CN1C(=O)COc2ccc(Cl)cc21)N1CCCCC1	-5%	1%	?	5%	5%	1%	-1.5	-3

# Bioassay records from PubChem BioAssay.
